Screens (PubChem)
hIAP act: human IAP activation | P09923 | purified human IAP, CDP-Star luminescence, 30 min; active compounds read high; 1 = vehicle-only enzyme, 0 = enzyme-free background | activation factor at 10 µM | hit rate 0.16% among 330,000;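 active = activation factor of the enzyme at least 2-fold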; note: the source names both 10 and 20 µM as test concentration; values of inactives mirror those of a sister screen read the other way
Target sequence (P09923 whole entry, looked up): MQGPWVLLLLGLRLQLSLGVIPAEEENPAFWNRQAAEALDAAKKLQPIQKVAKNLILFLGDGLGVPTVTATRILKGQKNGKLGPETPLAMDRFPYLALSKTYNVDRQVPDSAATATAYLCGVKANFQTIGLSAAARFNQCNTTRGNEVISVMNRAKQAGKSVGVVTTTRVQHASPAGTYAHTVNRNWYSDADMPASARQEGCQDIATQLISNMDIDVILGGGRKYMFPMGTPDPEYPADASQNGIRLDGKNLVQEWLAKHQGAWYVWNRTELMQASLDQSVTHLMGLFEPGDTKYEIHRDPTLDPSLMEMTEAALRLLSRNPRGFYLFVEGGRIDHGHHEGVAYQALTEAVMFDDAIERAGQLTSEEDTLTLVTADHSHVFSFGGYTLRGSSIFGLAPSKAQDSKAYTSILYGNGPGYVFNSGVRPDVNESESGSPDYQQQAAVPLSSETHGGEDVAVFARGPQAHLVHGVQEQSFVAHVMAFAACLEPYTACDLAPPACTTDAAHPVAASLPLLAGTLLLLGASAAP
hIAP block: blocks human intestinal alkaline phosphatase; P09923; purified IAP, CDP-Star luminescence, 30 min; inhibition, % at 10 µM; hit rate 0.12% among 330,000;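 active = inhibition reaching a set limit with compound at 10 µM in the primary screen, cut at about 35% in these data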;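 note: plate controls were DMSO wells with enzyme for no effect and no-enzyme buffer wells for full effect; values of inactives mirror those of a sister screen read the other way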
MIN6 prolif: induces beta-cell replication in MIN6 cells; MIN6 cells proliferation, ATPlite luminescence, 48 h; cells starved in 0.2% serum; 100% = growth in 10% serum; proliferation, % at 10 µM; hit rate 0.29% among 330,000;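 active = compounds whose signal lies at least 3.5 SD above the mean of all wells on their plate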;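 note: 0% = DMSO-treated cells in low-serum medium and 100% = 10% serum control; some compounds called inactive have numbers as strong as hits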
mIAP act: mouse IAP activation. muIAP, CDP-Star luminescence, 30 min; active compounds read high; 1 = vehicle-only enzyme signal, 0 = enzyme-free wells. activation factor at 10 µM. hit rate 0.24% among 330,000. AID 2805;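 active = activation factor of at least 2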; note: the source names both 10 and 20 µM as test concentration; values of inactives mirror those of a sister screen read the other way
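Assay system: mouse IAP enzyme; Reagent: CDP-Star chemiluminescent phosphatase substrate; Compound: DMSO-dissolved test compounds; Incubation: 30 min, room temperature; Technique: luminescence from enzymatic CDP-Star hydrolysis; Controls: DMSO-only wells and no-enzyme negative control.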
NALP3 yeast inh: inhibitors of NALP3 inflammasome in yeast | Yeast reconstituted NLRP3/ASC/caspase-1, beta-gal luminescence, 24 h | inhibition, % at 10 µM | hit rate 0.39% among 330,000;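 active = inhibition of 50% or more; inactive = inhibition below 50%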;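 note: plate controls were induced DMSO wells for no effect and uninduced yeast grown without galactose for full effect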
A3G deaminase: inhibitors of human APOBEC3G DNA deaminase | Q9HC16 | recombinant A3G, ssDNA deamination FAM/TAMRA fluorescence | inhibition, % at 20 µM | hit rate 0.28% among 330,000 | AID 493012;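 active = inhibition of at least 40% at 20 µM, with no more than 30% in the related APOBEC3A deaminase screen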;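 note: plate controls were DMSO wells with A3G for no effect and wells lacking A3G enzyme for full effect; some compounds called inactive have numbers as strong as hits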
mIAP block: mouse IAP inhibition; purified mouse IAP, CDP-Star luminescence, 30 min; inhibition, % at 10 µM; hit rate 0.2% among 330,000; AID 2806;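 active = inhibition of at least 40% at 10 µM in the primary screen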;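 note: plate controls were DMSO with enzyme for no effect and no enzyme wells for full effect; values of inactives mirror those of a sister screen read the other way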
SENP1 inh: inhibitors of human SENP1 SUMO protease catalytic domain. hit rate 0.21% among 360,000. inhibition, % at 10 µM. recombinant SENP1 catalytic domain, CyPet-SUMO1-YPet FRET cleavage. Q9P0U3. AID 624204;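 active = inhibition at least 30% at 10 µM, raw YFP signal under a set limit, fluorescence ratio 0.5 to 1.5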;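 note: 0% = enzyme with DMSO and 100% = no enzyme wells; some results filed as inactive read as strong as hits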
Target sequence (Q9P0U3 419-644 limits assumed): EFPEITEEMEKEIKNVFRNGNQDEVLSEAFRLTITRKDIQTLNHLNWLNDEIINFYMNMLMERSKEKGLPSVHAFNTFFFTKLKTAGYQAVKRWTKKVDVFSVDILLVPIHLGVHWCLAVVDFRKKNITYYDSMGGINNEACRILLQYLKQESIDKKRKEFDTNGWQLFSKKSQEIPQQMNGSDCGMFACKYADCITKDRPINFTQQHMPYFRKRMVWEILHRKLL
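Material: hSENP1 catalytic domain, recombinant; medium: Tris pH 8 with BME, BSA, NP40 and catalase; compound: single concentration of 10 µM compound, 0.5% DMSO final; technique: FRET read of cyan and yellow fluorescence; timing: 50 min enzyme reaction, room temperature, light-protected; reagent: SFCypet-SUMO1-SFYpet substrate at 25 nM; control set: no-enzyme low, enzyme-DMSO high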
APOBEC3A inh: inhibitors of human APOBEC3A DNA deaminase | P31941 | recombinant A3A, FAM/TAMRA ssDNA deamination fluorescence | inhibition, % at 20 µM | hit rate 0.41% among 330,000;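 active = at least 40% inhibition at 20 µM here, with at most 30% in a related deaminase screen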;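 note: plate controls were A3A with DMSO for no effect and wells lacking A3A enzyme for full effect; some results filed as inactive read as strong as hits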
Target sequence (P31941 whole entry, looked up): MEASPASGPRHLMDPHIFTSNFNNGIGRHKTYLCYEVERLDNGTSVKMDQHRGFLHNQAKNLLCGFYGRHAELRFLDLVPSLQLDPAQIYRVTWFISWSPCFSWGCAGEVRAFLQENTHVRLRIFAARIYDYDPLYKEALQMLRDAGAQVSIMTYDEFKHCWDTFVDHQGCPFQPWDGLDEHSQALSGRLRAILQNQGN
An asterisk follows results filed as active. The list is partial. The share of hits here may be higher or lower than overall.

Screening O=C1Nc2ccccc2Oc2cc([N+](=O)[O-])ccc21 returned hIAP act 0.97, hIAP block 3, MIN6 prolif -6, mIAP act 0.84, NALP3 yeast inh 6, A3G deaminase 11, mIAP block 16, SENP1 inh 23 and APOBEC3A inh 16.
For O=c1c2ccccc2sn1-c1ccc(F)cc1 the results were hIAP act 1.1, hIAP block -14, MIN6 prolif -7, mIAP act 1, NALP3 yeast inh 3, A3G deaminase 86*, mIAP block -1, SENP1 inh -2 and APOBEC3A inh 1.
Screening CCOC(=O)CSc1ncc(OC)c(Sc2ccc(Cl)cc2)n1 returned hIAP act 0.92, hIAP block 8, MIN6 prolif 0, mIAP act 0.99, NALP3 yeast inh 23, A3G deaminase -3, mIAP block 1, SENP1 inh -1 and APOBEC3A inh -1.
`COc1cccc(CNC(=O)CCl)c1` gave hIAP act 1, hIAP block -4, MIN6 prolif 0, mIAP act 1.1, NALP3 yeast inh -37, A3G deaminase -6, mIAP block -5, SENP1 inh 3 and APOBEC3A inh -2.
Screening Cc1ccccc1OCC(=O)N1N=C(C(F)(F)F)CC1(O)C(C)(C)C (configuration not stated) returned hIAP act 0.94, hIAP block 6, MIN6 prolif 0, mIAP act 0.91, NALP3 yeast inh 17, A3G deaminase -4, mIAP block 9, SENP1 inh 1 and APOBEC3A inh -2.
Cc1ccc(S(=O)(=O)NNc2ccccc2)cc1 was read as hIAP act 0.96, hIAP block 4, MIN6 prolif -3, mIAP act 0.95, NALP3 yeast inh -5, A3G deaminase 68*, mIAP block 5, SENP1 inh 3 and APOBEC3A inh 4.
CC(C)NC(=O)Nc1cccc2c1O[C@@H](CN(C)S(=O)(=O)c1ccc(F)cc1)[C@@H](C)CN([C@H](C)CO)C2=O was read as hIAP act 1.1, hIAP block -12, MIN6 prolif -2, mIAP act 1, NALP3 yeast inh 11, A3G deaminase -3, mIAP block -4, SENP1 inh 2 and APOBEC3A inh 4.
C=CCn1c(=O)c2c(nc3n2CCCN3CCc2ccccc2)n(C)c1=O was read as hIAP act 1, hIAP block -5, MIN6 prolif 1, mIAP act 1, NALP3 yeast inh 8, A3G deaminase 3, mIAP block -1, SENP1 inh 1 and APOBEC3A inh -2.
For Cc1nnc(-c2cccc(Br)c2)c2cn(-c3ccccc3Cl)nc12 the results were hIAP act 0.96, hIAP block 4, MIN6 prolif 5, mIAP act 0.84, NALP3 yeast inh -14, A3G deaminase -9, mIAP block 16, SENP1 inh 3 and APOBEC3A inh 0.
CC(O)CCc1nc2ccc(C(=O)O)cc2[nH]1 (configuration not stated) was read as hIAP act 0.93, hIAP block 7, MIN6 prolif -1, mIAP act 0.99, NALP3 yeast inh 11, A3G deaminase -4, mIAP block 1, SENP1 inh 3 and APOBEC3A inh 0.
Screening Cc1ccc(S(=O)(=O)N2CCCC(C(=O)O)C2)s1 (configuration not stated) returned hIAP act 0.88, hIAP block 12, MIN6 prolif -2, mIAP act 0.97, NALP3 yeast inh 11, A3G deaminase -6, mIAP block 3, SENP1 inh -2 and APOBEC3A inh -3.
For CN(C)c1ccc(-c2ccc3oc(-c4ccsc4)cc(=O)c3c2)cn1 the results were hIAP act 1, hIAP block -4, MIN6 prolif 1, mIAP act 0.88, NALP3 yeast inh 4, A3G deaminase -11, mIAP block 12, SENP1 inh -1 and APOBEC3A inh -2.
Screening CCCCn1c(N)c(N(CC)C(=O)c2c(CC)noc2C)c(=O)[nH]c1=O returned hIAP act 1.1, hIAP block -7, MIN6 prolif -3, mIAP act 1.1, NALP3 yeast inh 5, A3G deaminase -6, mIAP block -6, SENP1 inh -3 and APOBEC3A inh 2.
For CCN1CCc2c(OCC(=O)N3CCCCC3)cccc2C1=O the results were hIAP act 1, hIAP block -5, MIN6 prolif -3, mIAP act 0.98, NALP3 yeast inh -4, A3G deaminase -2, mIAP block 2, SENP1 inh -1 and APOBEC3A inh 2.
For Cc1ccsc1C(=O)Nc1ccc(OCc2ccccc2)cc1 the results were hIAP act 0.91, hIAP block 9, MIN6 prolif -2, mIAP act 0.94, NALP3 yeast inh 18, A3G deaminase -7, mIAP block 6, SENP1 inh -1 and APOBEC3A inh 1.
Cc1nnc(C)n1/N=C/c1cccnc1 was read as hIAP act 1, hIAP block -1, MIN6 prolif -1, mIAP act 1, NALP3 yeast inh 11, A3G deaminase -1, mIAP block 0, SENP1 inh 1 and APOBEC3A inh 0.
`O=C(CSc1nnc(CN2CCOCC2)n1-c1ccccc1)Nc1ccc(Cl)cc1` gave hIAP act 0.83, hIAP block 17, MIN6 prolif -3, mIAP act 1, NALP3 yeast inh 17, A3G deaminase 3, mIAP block -1, SENP1 inh 0 and APOBEC3A inh 1.
COC(=O)c1c(C)oc(C)c1S(=O)(=O)N1CCCCC1 was read as hIAP act 1.1, hIAP block -10, MIN6 prolif 0, mIAP act 1.1, NALP3 yeast inh 24, A3G deaminase 12, mIAP block -6, SENP1 inh 0 and APOBEC3A inh 1.
COCCNC(=O)CN1N=C(c2ccc(OC)cc2)CCC1=O was read as hIAP act 0.94, hIAP block 6, MIN6 prolif -4, mIAP act 0.93, NALP3 yeast inh 6, A3G deaminase -7, mIAP block 7, SENP1 inh 1 and APOBEC3A inh -4.
`Cc1cccc(/C=N/NC(=O)C[n+]2ccccc2)c1` gave hIAP act 0.93, hIAP block 7, MIN6 prolif 2, mIAP act 0.9, NALP3 yeast inh 21, A3G deaminase -10, mIAP block 10, SENP1 inh 0 and APOBEC3A inh -4.
`COc1ccccc1N1CCN(C(c2ccc(Cl)cc2)c2nnnn2C(C)(C)C)CC1` (configuration not stated) gave hIAP act 0.83, hIAP block 17, MIN6 prolif -2, mIAP act 0.96, NALP3 yeast inh 14, A3G deaminase 5, mIAP block 4, SENP1 inh 5 and APOBEC3A inh 3.
`O=S(=O)([N-]c1nc2ccccc2nc1-[n+]1ccccc1)c1ccccc1` gave hIAP act 1.1, hIAP block -7, MIN6 prolif 0, mIAP act 1, NALP3 yeast inh -12, A3G deaminase -11, mIAP block -1, SENP1 inh -15 and APOBEC3A inh -7.
Screening CCC(C)C(N=C1NS(=O)(=O)c2ccccc21)C(=O)N1CCC(C)CC1 (configuration not stated) returned hIAP act 0.91, hIAP block 9, MIN6 prolif 0, mIAP act 0.97, NALP3 yeast inh 19, A3G deaminase -9, mIAP block 3, SENP1 inh -1 and APOBEC3A inh -2.
Screening Oc1ccc(C=NCC2COc3ccccc3O2)cc1 (configuration not stated) returned hIAP act 0.86, hIAP block 14, MIN6 prolif 1, mIAP act 0.97, NALP3 yeast inh 4, A3G deaminase -5, mIAP block 3, SENP1 inh 0 and APOBEC3A inh -3.
For COc1cccc(C(=O)NCCOc2cc(C)cc(C)c2)c1 the results were hIAP act 1.1, hIAP block -6, MIN6 prolif 0, mIAP act 0.97, NALP3 yeast inh 26, A3G deaminase -5, mIAP block 3, SENP1 inh 4 and APOBEC3A inh 1.
Screening CC(=O)C1=C(O)C(=O)N(c2nccs2)C1c1ccccc1F (configuration not stated) returned hIAP act 1, hIAP block -5, MIN6 prolif -2, mIAP act 0.96, NALP3 yeast inh 7, A3G deaminase -6, mIAP block 4, SENP1 inh -26 and APOBEC3A inh -5.
CC(=S)c1c(C)cc2cc(C)ccn12 was read as hIAP act 0.94, hIAP block 6, MIN6 prolif -4, mIAP act 1, NALP3 yeast inh 10, A3G deaminase -5, mIAP block -1, SENP1 inh -14 and APOBEC3A inh -5.
`O=C(C1CCCN(S(=O)(=O)c2ccc(Cl)cc2)C1)N1CCCC1` (configuration not stated) gave hIAP act 1.2, hIAP block -24, MIN6 prolif 1, mIAP act 1.1, NALP3 yeast inh 6, A3G deaminase -6, mIAP block -6, SENP1 inh 1 and APOBEC3A inh -1.
For O=C(OCCN1CCCCC1)c1ccccc1F the results were hIAP act 1.1, hIAP block -12, MIN6 prolif -5, mIAP act 1, NALP3 yeast inh 7, A3G deaminase -6, mIAP block -3, SENP1 inh 2 and APOBEC3A inh 1.
Screening O=C(CSc1ccc(-c2ccco2)nn1)N1CCCC1 returned hIAP act 0.98, hIAP block 2, MIN6 prolif -3, mIAP act 1.1, NALP3 yeast inh -7, A3G deaminase -1, mIAP block -14, SENP1 inh 0 and APOBEC3A inh 5.
`COc1cccc(NC(=O)CN(C)C(=O)c2oc3c(ccc4ccccc43)c2C)c1` gave hIAP act 0.92, hIAP block 8, MIN6 prolif -5, mIAP act 1.2, NALP3 yeast inh 22, A3G deaminase -9, mIAP block -16, SENP1 inh -14 and APOBEC3A inh 4.
Screening Cc1ccc(C(=O)NCc2ccco2)o1 returned hIAP act 1.1, hIAP block -13, MIN6 prolif -2, mIAP act 0.97, NALP3 yeast inh 21, A3G deaminase 1, mIAP block 2, SENP1 inh -2 and APOBEC3A inh 7.
`COc1ccc2nc(C)cc(NCCN3CCOCC3)c2c1` gave hIAP act 1, hIAP block 0, MIN6 prolif 0, mIAP act 0.97, NALP3 yeast inh 12, A3G deaminase -3, mIAP block 3, SENP1 inh 0 and APOBEC3A inh 2.
`CCc1c(O)nc(SCc2nc3ccccc3c(=O)[nH]2)[nH]c1=O` gave hIAP act 1.3, hIAP block -28, MIN6 prolif -2, mIAP act 0.9, NALP3 yeast inh 5, A3G deaminase -8, mIAP block 10, SENP1 inh -3 and APOBEC3A inh -3.
CCNC(=S)NCc1ccc(Cl)cc1 was read as hIAP act 0.95, hIAP block 5, MIN6 prolif -2, mIAP act 1, NALP3 yeast inh 14, A3G deaminase -14, mIAP block -3, SENP1 inh 4 and APOBEC3A inh -7.
For Cc1cc(C)n(C2CCCCC2OC(=O)c2ccccc2F)n1 (configuration not stated) the results were hIAP act 0.87, hIAP block 13, MIN6 prolif 2, mIAP act 1, NALP3 yeast inh -9, A3G deaminase -5, mIAP block -1, SENP1 inh 0 and APOBEC3A inh -4.
For CC(C)c1ccc(C(=O)NC(=S)Nc2ccc3[nH]c(=O)[nH]c3c2)cc1 the results were hIAP act 0.91, hIAP block 9, MIN6 prolif -3, mIAP act 0.9, NALP3 yeast inh 13, A3G deaminase -3, mIAP block 10, SENP1 inh 4 and APOBEC3A inh 3.
`CCN(CC)S(=O)(=O)c1ccc(C(=O)Nn2cnnc2)cc1` gave hIAP act 0.94, hIAP block 6, MIN6 prolif -3, mIAP act 1, NALP3 yeast inh -15, A3G deaminase -9, mIAP block -2, SENP1 inh -1 and APOBEC3A inh 0.
Screening Cc1ccc(N(CC(=O)NCc2ccccc2Cl)S(=O)(=O)c2cccs2)cc1 returned hIAP act 1, hIAP block 0, MIN6 prolif 0, mIAP act 1.1, NALP3 yeast inh 5, A3G deaminase -7, mIAP block -10, SENP1 inh 1 and APOBEC3A inh -1.

2 successive compounds out of the list so far, quoted:
`CCN(CC)S(=O)(=O)c1ccc(C(=O)Nn2cnnc2)cc1` gave hIAP act 0.94, hIAP block 6, MIN6 prolif -3, mIAP act 1, NALP3 yeast inh -15, A3G deaminase -9, mIAP block -2, SENP1 inh -1 and APOBEC3A inh 0.
Screening Cc1ccc(N(CC(=O)NCc2ccccc2Cl)S(=O)(=O)c2cccs2)cc1 returned hIAP act 1, hIAP block 0, MIN6 prolif 0, mIAP act 1.1, NALP3 yeast inh 5, A3G deaminase -7, mIAP block -10, SENP1 inh 1 and APOBEC3A inh -1.
